Screens from PubChem.
ABCB6 inh 2 – ABCB6 transporter inhibitors, primary screen, K562-ABCB6 cells, flow cytometry, MLPCN library; fluorescence ratio to DMSO, % at 10 µM; K562-ABCB6 porphyrin accumulation, 1 h; stronger effect = lower value; hit rate 0.19% among 360,000;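 active means fluorescence ratio to DMSO below 75%, the collection mean minus 3 SD; inconclusive means too few cells collected in the well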;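 further: signal is porphyrin accumulated inside mitochondria; 100% equals median channel fluorescence of DMSO control wells; lower ratio means ABCB6 inhibition with less porphyrin fluorescence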
ABHD5-PLIN5 inh – ABHD5-PLIN5 interaction inhibitors, primary screen, cell lysate, split luciferase complementation, luminescence; hit rate 0.78% among 360,000; AID 602281, 2012; inhibition, % at 4 µM; Split G. princeps luciferase complementation, 4 h; Perilipin-5 (Homo sapiens) + 1-acylglycerol-3-phosphate O-acyltransferase ABHD5 (Homo …;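 active means inhibition above the mean inhibition across every tested compound plus 3 SD, cut at about 22% in these data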;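 further: 0% = DMSO only wells and the 100% control is not disclosed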
Target sequence (Q00G26 whole entry, looked up): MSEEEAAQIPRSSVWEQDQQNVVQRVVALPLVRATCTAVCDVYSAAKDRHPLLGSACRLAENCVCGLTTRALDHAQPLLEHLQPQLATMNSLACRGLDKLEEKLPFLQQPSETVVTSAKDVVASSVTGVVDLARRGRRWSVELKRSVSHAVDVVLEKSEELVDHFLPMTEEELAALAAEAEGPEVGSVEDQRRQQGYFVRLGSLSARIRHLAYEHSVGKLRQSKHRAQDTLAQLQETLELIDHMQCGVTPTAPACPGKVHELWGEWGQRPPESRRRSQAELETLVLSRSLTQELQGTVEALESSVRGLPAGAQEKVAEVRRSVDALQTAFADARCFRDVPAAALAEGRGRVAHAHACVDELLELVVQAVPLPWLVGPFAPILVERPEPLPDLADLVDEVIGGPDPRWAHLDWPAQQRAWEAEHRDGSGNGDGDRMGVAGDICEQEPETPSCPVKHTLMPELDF
Target sequence (Q8WTS1 whole entry, looked up): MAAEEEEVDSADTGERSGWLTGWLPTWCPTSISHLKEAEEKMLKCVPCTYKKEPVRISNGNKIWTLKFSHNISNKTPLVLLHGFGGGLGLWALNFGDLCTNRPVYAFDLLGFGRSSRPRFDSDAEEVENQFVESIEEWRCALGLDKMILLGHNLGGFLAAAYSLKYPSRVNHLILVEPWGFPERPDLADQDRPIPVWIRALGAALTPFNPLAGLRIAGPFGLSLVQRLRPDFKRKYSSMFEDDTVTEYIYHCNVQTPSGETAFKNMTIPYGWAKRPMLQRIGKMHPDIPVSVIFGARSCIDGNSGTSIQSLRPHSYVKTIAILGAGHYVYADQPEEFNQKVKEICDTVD
aDG glyco up – activators of alpha-DG glycosylation, primary screen, uHTS, Pro5-aDG cells, AlphaScreen | hit rate 0.22% among 360,000 | activation, % at 10 µM | alpha-DG glycosylation AlphaScreen (IIH6); 0% Pro5, 100% B10-LARGE cell signal;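 active means activation of at least 8% versus controls, or a plate z-score of at least 8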;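 further: Pro5 are CHO cells carrying HIG-tagged alpha-DG that lacks glycosylation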
MC4R barr agon – MC4R agonists recruiting beta-arrestin, primary screen, cell-based, luminescence, agonist arm of biased-ligand search | U2OS MC4R beta-arrestin complementation; percent of melanotan II response, DMSO zero | activation, % at 8.9 µM | hit rate 0.98% among 360,000 | AID 540308, 2011;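 active means activation above a per-plate cutoff, the mean activation of sample wells on that plate plus 3 SD, cut at about 8% in these data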
TLR9-MyD88 block – inhibitors of TLR9-MyD88 association in cells, primary screen, cell-based, CHO, BLA complementation, fluorescence. CCF4 FRET ratio. inhibition, % at 4.98 µM. hit rate 0.21% among 340,000. AID 504734, 2011;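 active means inhibition above the mean over all tested compounds plus 3 SD, cut at about 21% in these data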;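 further: 0% = DMSO only wells and 100% = clavulanate BLA inhibitor control wells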
NOD2 RIPK2 PPI – NOD2-RIPK2 binding disruptors in cells, primary screen, fluorescence, CHO cells, BLA complementation; inhibition, % at 4.98 µM; CCF4 ratio; Receptor-interacting serine/threonine-protein kinase 2 (Homo sapiens), O43353; hit rate 0.38% among 360,000; in the data active means inhibition above about 21%;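 further: 0% = vehicle only and 100% = reference blocker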
Granule exo inh – LAMP-1 surface exposure blockers, TALL-104 cells – cell-based, flow cytometry, MLPCN library, primary screen. inhibition, % at 10 µM. AID 651702, 2012. TALL-104 LAMP-1 surface exposure; cells stimulated with thapsigargin and PMA. hit rate 0.66% among 360,000;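 active means inhibition above about 55%, limit read from the data; inconclusive means no clear call, values can overlap the other calls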
Vif imaging – HIV Vif self-association inhibitors, primary screen, imaging, HEK293T, single point; HEK293T cells, Vif self-association by quenched fluorescence, 24 h; inhibition, % at 7.49 µM; hit rate 0.35% among 340,000; in the data active means inhibition above about 50%, passing the limit was not always enough; inconclusive means no clear call, values can overlap the other calls; inactive means below about 31%; further: some results filed as inactive read as strong as hits
MC4R antagonist – MC4R antagonists of cAMP signaling, primary screen, cell-based, TR-FRET, antagonist arm of biased-ligand search | MC4R-expressing cells, MTII-stimulated cAMP, LANCE TR-FRET | inhibition, % at 6.5 µM | hit rate 0.48% among 360,000 | AID 540295, 2011;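 active means inhibition above its plate's cutoff, the mean of tested wells on that plate plus 3 SD, cut at about 29% in these data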;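 further: 0% = Melanotan II alone and 100% = Melanotan II plus saturating MCL0020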
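system = U2OS cells with stable human MC4R expression | also added = Melanotan II challenge after compound preincubation | dosing = one concentration, 6.5 µM nominal | incubation = compound 30 min, challenge 1 h, detection 1 h | measured by = TR-FRET with Eu-cAMP and labeled anti-cAMP, 671 nm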
Glyco luc inh – increase of ERlucT glycosylation luciferase signal, primary screen, N-linked glycosylation inhibitor project, D54 ERlucT cells, luminescence, set 2. AID 588692, 2011. reporter increase, % at 12.5 µM. D54 ERlucT glycosylation luciferase reporter, 24 h; percent of 100 nM tunicamycin response. hit rate 0.23% among 360,000;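 active means mean luciferase reporter signal, scaled so untreated is 0 and the glycosylation-blocking control 100, at or above a set limit in every replicate; inconclusive means mean reaches the limit but not every replicate does; inactive means mean below the limit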;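 further: luciferase carries N-glycosylation sites so blocking glycosylation raises the light; 0% = median of neutral control wells and 100% = median of 100 nM tunicamycin wells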
The depositor's hits bear a star; ? = inconclusive; . = no result given.

ABCB6 inh 2,ABHD5-PLIN5 inh,aDG glyco up,MC4R barr agon,TLR9-MyD88 block,NOD2 RIPK2 PPI,Granule exo inh,Vif imaging,MC4R antagonist,structure,Glyco luc inh
100,-1,1.6,-2.5,3,-1,-2,-8,0,CN(C)C/C(Cl)=C(\Cl)c1ccccc1,2
101,2,-0.2,-2.0,-3,-2,-6,18,-9,Cc1ccc(C)c(Nc2nc(N)c3ccccc3n2)c1,-6
97,6,-0.2,1.1,-5,-2,2,2,3,COc1cc2c(cc1OC)C(c1ccc(N(C)C)cc1)CC(=O)N2 (stereo unspecified),-2
101,-4,0.0,-1.7,.,4,7,10,14,Cc1ccc(S(=O)(=O)Nc2n[nH]nc2C(=O)NC2CCCCC2)cc1,-1
95,-7,0.6,0.7,5,-10,11,1,-1,CCOC(=O)N1CCC(N(CCN(C)C)C(=S)Nc2ccc(Oc3ccccc3)cc2)CC1,-4
97,6,0.1,2.1,-10,-6,3,4,5,O=S1(=O)CCN(Cc2ccncc2)CC1,3
89,0,0.0,0.1,-3,2,-4,10,9,Cn1cccc1C(=O)NC(=O)COC(=O)CNC(=O)CNC(=O)c1ccc(Cl)cc1Cl,1
102,-5,-0.1,-1.4,-10,-1,-3,-2,3,CC(C)=NOC(=O)c1c(C)noc1-c1snnc1C,0
94,2,-0.1,-1.4,-2,-2,11,24,11,CCCN1CC23C=CC(O2)C(C(=O)O)C3C1=O (stereo unspecified),2
96,-3,-0.3,1.1,-10,-6,-1,4,-2,COC(=O)c1c(NC(=O)C(=O)NCCCN2CCOCC2)sc2c1CC(C)(C)OC2,-1

Complete entries from above. Order of screens: ABCB6 inh 2, ABHD5-PLIN5 inh, aDG glyco up, MC4R barr agon, TLR9-MyD88 block, NOD2 RIPK2 PPI, Granule exo inh, Vif imaging, MC4R antagonist, Glyco luc inh
Results for O=S1(=O)CCN(Cc2ccncc2)CC1 = 97, 6, 0.1, 2.1, -10, -6, 3, 4, 5, 3
Results for COC(=O)c1c(NC(=O)C(=O)NCCCN2CCOCC2)sc2c1CC(C)(C)OC2 = 96, -3, -0.3, 1.1, -10, -6, -1, 4, -2, -1
Results for CCOC(=O)N1CCC(N(CCN(C)C)C(=S)Nc2ccc(Oc3ccccc3)cc2)CC1 = 95, -7, 0.6, 0.7, 5, -10, 11, 1, -1, -4
Results for COc1cc2c(cc1OC)C(c1ccc(N(C)C)cc1)CC(=O)N2 (stereo unspecified) = 97, 6, -0.2, 1.1, -5, -2, 2, 2, 3, -2
Results for Cc1ccc(C)c(Nc2nc(N)c3ccccc3n2)c1 = 101, 2, -0.2, -2.0, -3, -2, -6, 18, -9, -6

Back to the main list; the 5 compounds before the break are reprinted first.
ABCB6 inh 2,ABHD5-PLIN5 inh,aDG glyco up,MC4R barr agon,TLR9-MyD88 block,NOD2 RIPK2 PPI,Granule exo inh,Vif imaging,MC4R antagonist,structure,Glyco luc inh
97,6,0.1,2.1,-10,-6,3,4,5,O=S1(=O)CCN(Cc2ccncc2)CC1,3
89,0,0.0,0.1,-3,2,-4,10,9,Cn1cccc1C(=O)NC(=O)COC(=O)CNC(=O)CNC(=O)c1ccc(Cl)cc1Cl,1
102,-5,-0.1,-1.4,-10,-1,-3,-2,3,CC(C)=NOC(=O)c1c(C)noc1-c1snnc1C,0
94,2,-0.1,-1.4,-2,-2,11,24,11,CCCN1CC23C=CC(O2)C(C(=O)O)C3C1=O (stereo unspecified),2
96,-3,-0.3,1.1,-10,-6,-1,4,-2,COC(=O)c1c(NC(=O)C(=O)NCCCN2CCOCC2)sc2c1CC(C)(C)OC2,-1
93,-1,-0.3,-1.8,1,-5,0,9,5,Cc1ccnc(NS(=O)(=O)c2ccc(NC(=O)CCS(=O)(=O)c3ccccc3)cc2)n1,-2
95,24*,0.1,-1.1,3,-5,-2,-2,-6,O=C(O)c1cc(N2C(=O)C=CC2=O)cc(N2C(=O)C=CC2=O)c1,1
101,-1,-0.1,-2.7,1,-9,-1,15,1,COc1cccc(OCC(=O)Nc2cc(NC(=O)COc3cccc(OC)c3)cc(C(=O)O)c2)c1,2
103,6,-0.1,-3.3,-13,1,2,0,8,CC1CC(=O)N(c2ccc(NCc3ccc(Cl)cc3)c([N+](=O)[O-])c2)C1=O (stereo unspecified),2
98,3,-0.1,2.7,6,2,9,2,-30,COC(=O)c1ccccc1N=Nc1c(N)[nH][nH]c1=O,6
103,19,-0.2,-0.4,-3,16,78*,-2,-3,CCOC(=O)Cc1csc(-n2sc3ccccc3c2=O)n1,-2
96,0,0.1,0.2,16,-5,-1,17,7,O=C(CCNc1n[nH]c(=O)[nH]c1=O)N/N=C\c1ccc(Br)cc1,-2
93,-1,1.8,2.1,.,13,8,3,1,CC(C)CC(N)c1csc(Nc2cc(Oc3ccccc3)ncn2)n1 (stereo unspecified),-12
98,12,0.6,-2.2,3,-7,-5,0,-1,Cn1c2ccc(Br)cc2c2nnc(SCC(=O)O)nc21,0
96,2,-0.2,-0.9,.,10,8,7,1,O=C(Cn1cc(-c2ccccn2)nn1)NS(=O)(=O)c1cccc(OC(F)F)c1,4
107,-3,0.2,4.2,-7,-4,1,-9,-3,COc1ccc(CC(=O)Nc2ccc(-c3nnc(-c4ccccc4)o3)cc2)cc1,-2
101,1,-0.3,0.6,-10,-1,2,11,1,CCOC(=O)C1=C(CS(=O)(=O)c2ccc(Cl)cc2)NC(=O)NC1c1ccc(O)c(OC)c1 (stereo unspecified),2
102,-2,0.1,1.2,-8,-9,-2,-1,-2,Cc1c(NC(=O)c2c(F)cccc2F)c(=O)n(-c2ccccc2)n1C,2
92,1,0.0,-0.7,9,-6,2,0,-4,CC(=O)N(CN1C(=O)c2ccccc2C1=O)c1ccccc1,-1
99,-7,-0.3,-0.4,4,-1,10,-4,0,COCCNC(=S)N(Cc1cc2cc(C)ccc2n2nnnc12)C1CCCC1,-1
102,-5,0.0,-0.1,-6,8,0,.,9,C#CCOCCOCCOCCNc1nc(N2CCN(C(=O)[C@H]([C@@H](C)CC)n3cc([C@@H](N)CO)nn3)CC2)nc(N2CCN(C(=O)[C@H](Cc3ccc(O)cc3)n3cc([C@@H](N)C(C)CC)nn3)CC2)n1 (stereo partly specified),4
95,5,0.3,1.2,-1,-3,-3,?,9,COc1ccc(C(CNC(=O)CSc2ccc(Br)cc2C)N2CCOCC2)cc1 (stereo unspecified),-3
89,-1,-0.3,-1.9,7,-3,-2,5,-6,Cc1ccccc1C(=O)N=c1sccn1C,2
99,2,0.0,-2.2,11,4,-4,5,-21,COc1cc(C(=O)N2CCN(c3ccccc3)CC2)c2ccccc2n1,17
107,16,1.7,-3.2,4,-7,40,16,34*,O=C(CCN1Cc2ccccc2C1)c1ccc2c(c1)OCCO2,0
97,3,0.3,-0.9,8,-8,-6,-8,3,CCc1ccccc1NC(=O)Nc1ccc(F)cc1,-1
98,9,0.0,0.1,5,1,-4,?,10,Cc1ccc(NC(=O)CCN2CCN(CCO)CC2)cc1,0
101,4,0.1,1.2,-5,7,-1,?,6,Cc1ccc(S(=O)(=O)c2nc(-c3ccccc3Cl)oc2N2CCN(C)CC2)cc1,-6
92,-3,-0.7,-2.9,6,-5,-5,30,6,NC(=S)N1OC[C@@H]2COc3ccc4ccccc4c3[C@@H]21,-8
96,-5,0.0,-2.7,0,0,-5,-2,0,COc1ccc(C(=O)Nc2cc(OC)c(NC(=O)c3ccco3)cc2OC)cc1,4
97,-9,0.0,-1.0,-18,-1,-3,-5,11,CCc1cc2c3c([nH]c2cc1S(=O)(=O)NCCCOC)CC(C)(C)CC3=O,-2
96,2,-0.2,-0.1,5,14,-6,.,-2,COc1ccc(C(c2sc3nc(C)nn3c2O)N2CC(C)OC(C)C2)cc1OC (stereo unspecified),0
104,-3,0.0,0.4,-5,2,-1,-7,11,O=C(Cn1c(=O)oc2ccccc21)Nc1ccc(S(=O)(=O)N2CCCCC2)cc1,-2
98,-2,0.3,0.3,-1,1,-5,-8,5,COc1cccc(NC(=O)CCC2CCN(C(=O)c3scnc3C)CC2)c1,-1
90,-8,-0.1,-2.7,4,7,2,4,-10,O=c1ccc2cc3c([nH]c4ccc(Br)cc43)oc-2c1O,2
101,-4,-0.2,-1.0,-3,1,-1,5,17,CCOc1ccc(NC(=NCc2ccc3c(c2)OCO3)SC2CC(=O)N(c3ccc(C(=O)O)cc3)C2=O)cc1 (stereo unspecified),1
98,6,-0.1,-1.8,1,-6,2,.,4,Nc1ccc(O)c2c(=O)cc(-c3ccccc3Cl)oc12,-11
109,9,0.0,0.1,-13,-7,4,6,1,Cc1ccc2nc(NCCCN3CCOCC3)c(C=NCCCN3CCOCC3)c(=O)n2c1,0
100,10,0.0,0.1,-2,-15,-2,0,8,O=C(O)CNC(=O)c1ccc(OC(F)F)cc1,-1
98,-3,0.1,-1.5,-6,-2,0,-1,0,c1ccc(C(CN2CCOCC2)c2ccccc2)cc1,0
105,0,-0.3,-2.4,4,9,-1,.,-4,CC(C)(C)c1ccc(CNc2cc(N3CCOCC3)ccc2[N+](=O)[O-])cc1,-8
96,5,-0.2,-2.7,-1,-17,-6,2,0,CCCCn1c(N)c(N(CC(C)C)C(=O)COC(=O)Cc2cccc(OC)c2)c(=O)[nH]c1=O,0
101,-1,0.0,-0.9,14,5,-2,-14,4,CN(C)c1ccc(CC2C(=O)Nc3ccccc32)cc1 (stereo unspecified),-3
100,-6,0.3,-0.9,1,-4,-3,-2,3,CCn1cc([N+](=O)[O-])c(C(=O)N2N=C(c3ccccc3)CC2c2ccc([N+](=O)[O-])cc2)n1 (stereo unspecified),-1
102,-9,0.7,2.6,4,8,1,-3,6,Cc1ccc(-c2nc(CS(=O)(=O)CC(=O)Nc3cc(F)ccc3F)c(C)o2)cc1,0
96,8,-0.1,0.6,-3,-9,1,.,0,Cc1cc(C)n(-c2nc3ccccc3nc2N2CCOCC2)n1,0
100,4,-0.2,-1.5,-9,-9,13,12,3,O=C(O)c1ccccc1-c1nc2ccccc2[nH]1,1
94,-2,0.1,-2.4,-13,1,-3,-7,-1,CC1Oc2ccccc2C(=O)N(CC(=O)c2ccc3c(c2)OCCO3)C1=O (stereo unspecified),-7

These rows are one share of the data; the hit share may differ from the screen's.
